# Screens (PubChem BioAssay)
# BCLXL inh – blocks human Bcl-xL binding to Bim BH3 peptide. actives 0.7% (n = 320,000). inhibition, % at 10.9 µM. Q07817. GST-Bcl-xL / FITC-Bim BH3 peptide fluorescence polarization;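 active = inhibition above the mean of all tested compounds plus 3 SD, cutoff set per campaign, cut at about 30% in these data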;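 note: 0% = DMSO wells and 100% = unlabeled Bim-BH3 peptide competitor; inhibitors lower millipolarization by displacing the labeled peptide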
# Target sequence (Q07817 whole entry, looked up): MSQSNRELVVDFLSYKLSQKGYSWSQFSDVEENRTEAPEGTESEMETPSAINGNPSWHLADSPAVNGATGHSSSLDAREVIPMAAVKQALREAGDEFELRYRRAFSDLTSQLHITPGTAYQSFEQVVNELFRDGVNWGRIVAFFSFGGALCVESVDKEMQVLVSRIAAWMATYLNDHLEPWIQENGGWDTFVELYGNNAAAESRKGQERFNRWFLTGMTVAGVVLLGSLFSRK
# GSTO1 counter – GSTO1 inhibition, counter-screen for RBBP9 inhibitors. AID 1974. actives 1.1% (n = 300,000). recombinant GSTO1, activity-based probe fluorescence polarization. P78417. inhibition, % at 5.96 µM;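 active = inhibition above the campaign mean inhibition plus 3 SD, cut at about 35% in these data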;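 note: 0% = GSTO1-1 with DMSO and 100% = wells lacking GSTO1-1 enzyme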
# Target sequence (P78417 whole entry, looked up): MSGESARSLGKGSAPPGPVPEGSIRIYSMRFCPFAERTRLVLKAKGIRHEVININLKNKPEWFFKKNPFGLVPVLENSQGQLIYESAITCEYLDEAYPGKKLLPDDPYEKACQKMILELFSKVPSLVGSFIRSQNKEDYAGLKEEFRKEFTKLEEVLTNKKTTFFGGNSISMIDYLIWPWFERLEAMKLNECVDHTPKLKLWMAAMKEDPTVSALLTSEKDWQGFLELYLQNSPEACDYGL
# TPT1 inh – inhibitors of Candida albicans tRNA 2'-phosphotransferase TPT1; recombinant caTPT1, FP RNA substrate dephosphorylation; inhibition, % at 5 µM; actives 0.81% (n = 300,000); AID 1962;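 active = inhibition above the mean of all tested compounds plus 3 SD, set per screening campaign, cut at about 24% in these data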;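 note: plate controls were DMSO alone for no effect and ferristatin control at 100 nM for full effect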
# PME-1 primary – PME-1 (human) inhibition. recombinant PME-1, FP-Rh probe fluorescence polarization. inhibition, % at 5.9 µM. AID 2130. Q9Y570. actives 0.53% (n = 320,000);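 active = inhibition above the campaign mean of all compounds plus 3 SD, cut at about 26% in these data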;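 note: competitive labeling of PME-1 active site by serine hydrolase directed probe; 0% = PME-1 with DMSO and 100% = wells lacking PME-1 enzyme; inhibitors block probe labeling so polarization falls and inhibition rises; many of its hits are not listed in these tables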
# Target sequence (Q9Y570 whole entry, looked up): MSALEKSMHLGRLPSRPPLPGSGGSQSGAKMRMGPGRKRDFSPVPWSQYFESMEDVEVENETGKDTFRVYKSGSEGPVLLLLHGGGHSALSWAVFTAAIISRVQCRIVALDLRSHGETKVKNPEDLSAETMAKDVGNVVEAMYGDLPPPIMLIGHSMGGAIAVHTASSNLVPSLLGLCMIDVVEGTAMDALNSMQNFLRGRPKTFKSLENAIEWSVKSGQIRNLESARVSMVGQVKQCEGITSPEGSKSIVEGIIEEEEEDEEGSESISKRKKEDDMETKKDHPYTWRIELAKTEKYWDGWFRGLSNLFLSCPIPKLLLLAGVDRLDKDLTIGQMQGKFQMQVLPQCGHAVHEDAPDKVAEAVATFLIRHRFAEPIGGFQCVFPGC
# GLD-1 TGE inh – GLD-1-TGE RNA interaction inhibition (C. elegans); actives 0.44% (n = 320,000); inhibition, % at 5.96 µM; purified GLD-1 + fluorescein TGE RNA, fluorescence polarization; AID 2280; Q17339;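 active = percent inhibition above a per-plate cutoff, the plate mean of test compounds plus 3 SD, cut at about 30% in these data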;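 note: 0% = DMSO wells with GLD-1 and probe and 100% = wells lacking GLD-1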
# MEX-5 binding – C. elegans MEX-5 TCR-2 RNA binding activity. MEX-5/FITC-TCR2 RNA binding, fluorescence polarization; hits give low values. activity score (negative = inhibition of binding), % at 10 µM. Q9XUB2. actives 0.38% (n = 300,000);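 active = inhibition past about -25% in most replicates, and total fluorescence under double the plate's negative control median, limit read from the data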;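 note: 0% = DMSO and -100% = 5 µM competing unlabeled TCR2 RNA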
# PAD4 inh – inhibitors of human PAD4. Q9UM07. recombinant PAD4, RCA probe fluorescence polarization. inhibition, % at 6.36 µM. actives 0.41% (n = 330,000). AID 485272;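 active = percent inhibition above a cutoff equal to the mean of all tested compounds plus 3 SD, cut at about 15% in these data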;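 note: 0% = PAD4 with RCA probe and DMSO and 100% = probe without PAD4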
# Fam108B inh – Fam108B inhibition, counter-screen for RBBP9 inhibitors. recombinant Fam108B, FP-Rh probe fluorescence polarization. inhibition, % at 9.51 µM. actives 0.33% (n = 300,000). AID 1947;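 active = inhibition above the screen mean inhibition plus 3 SD, computed separately per campaign, cut at about 18% in these data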;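 note: inhibitors lower polarization as less probe binds the enzyme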
# MCL1-BIM inh – MCL1-BIM-BH3 interaction inhibition (human); Q07820; GST-MCL1 / FITC-Bim-BH3 fluorescence polarization; inhibition, % at 10.9 µM; actives 0.68% (n = 320,000);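 active = inhibition above the mean inhibition of all tested compounds plus 3 SD, set per campaign, cut at about 40% in these data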;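 note: 0% = DMSO wells and 100% = unlabeled Bim-BH3 peptide control; higher means more loss of mP so more displacement of Bim peptide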
# * marks the source's active call; other numbers are inactive results; . = no result given. An excerpt. The share of hits here may be higher or lower than overall.
nr	Molecule	BCLXL inh	GSTO1 counter	TPT1 inh	PME-1 primary	GLD-1 TGE inh
1	COC(=O)c1sccc1NC(=O)CCC1CCCC1	-3	-5	-3	-1	-6
2	Cc1cc(N2C(=O)C3CC=CCC3C2=O)cc(C)c1Br (stereo not drawn)	5	-1	0	0	-2
3	Cc1c(OC(C)C(=O)NCC2CCC(C(=O)O)CC2)ccc2c(-c3ccccc3)cc(=O)oc12 (stereo not drawn)	3	-12	-5	3	-5
4	Cc1ccc(C2(c3ccc(C)cc3)NC(=O)N(Cc3c(C)noc3C)C2=O)cc1	7	4	-4	2	6
5	CCn1cc(C(=O)NCc2cccnc2)c(=O)c2cc(F)c(N3CCN(C(=O)c4ccco4)CC3)cc21	0	-2	-4	-9	4
6	COc1cc(/C=C2\N=C(c3ccccc3)NNC2=O)cc(OC)c1OC	3	8	0	-6	-2
7	Cc1cccn2c(=O)c(/C=N/O)c(NCc3ccccc3)nc12	0	-7	1	1	6
8	COC(=O)CC1COc2ccccc2N1S(=O)(=O)c1ccc(OC)cc1 (stereo not drawn)	2	-12	-4	3	6
9	COc1ccc(S(=O)(=O)N(C(=O)c2ccncc2)c2ccc(OC(=O)c3ccncc3)cc2)cc1	4	8	-1	0	8
10	O=C(O)C1CCCCN1C(=O)c1ccc(S(=O)(=O)N2CCCCCC2)cc1 (stereo not drawn)	3	.	.	1	6
11	NC(=O)Cn1c(=O)n(CCC(=O)NCCSCc2ccccc2)c(=O)c2ccccc21	-1	-2	0	-2	6
12	Cc1cc(C)cc(C(=O)NC2CC(C)(C)NC(C)(C)C2)c1	4	-3	0	-3	8
13	COc1cc(/C(C)=N\NC(=O)CSc2nc3ccccc3n2C)ccc1O	2	3	3	3	1
14	NC(=O)Cn1cc(C(=O)c2cccs2)c2ccccc21	3	0	1	-1	-1
15	O=C(CCN1C(=O)c2ccccc2C1=O)C1=NN[C@@H]2C(=O)N(c3ccc(F)cc3)C(=O)[C@H]12	3	2	-2	-6	-10

nr	MEX-5 binding	PAD4 inh	Fam108B inh	MCL1-BIM inh
1	1.2	-3	3	6
2	3.6	0	2	5
3	4.1	-1	-4	-2
4	0.5	2	3	9
5	0.9	-2	1	0
6	-0.8	-2	2	2
7	2.2	-6	-3	2
8	0.3	-6	3	1
9	-5.3	-3	1	2
10	.	2	.	3
11	0.0	-3	3	3
12	-1.4	0	0	7
13	.	2	-2	1
14	1.4	2	5	1
15	2.7	2	3	1

# Next section
nr	Molecule	BCLXL inh	GSTO1 counter	TPT1 inh	PME-1 primary	GLD-1 TGE inh
16	Cc1ccsc1C(=O)NNC(=O)c1cccc(S(=O)(=O)N2CCCC2)c1	3	.	.	3	5
17	Cc1csc(NC(=O)NCC2CCCC(CNC(=O)Nc3nc(C)cs3)C2)n1 (stereo not drawn)	0	2	0	-1	-9
18	COc1ccc(CCNS(=O)(=O)c2cccc(F)c2)cc1OC	1	-3	2	2	8
19	Cn1c(=O)c(-c2cc(=O)[nH][nH]2)c(O)c2ccccc21	1	16	2	2	-6
20	COc1ccc(C(=O)NC2CCCc3c2cnn3-c2ccc(C)c(C)c2)c(OC)c1OC (stereo not drawn)	-1	-2	1	-3	5
21	S=c1[nH]nc(-c2cc(-c3ccccc3)n[nH]2)n1/N=C/c1c2ccccc2cc2ccccc12	-16	-19	6	-3	23
22	Cn1c(=O)c2c(ncn2CC(=O)Nc2nc3ccc(F)cc3s2)n(C)c1=O	5	-7	0	-3	2
23	NNC(=O)c1nc[nH]c1C(=O)Nc1ccccn1	11	0	-3	-3	1
24	Cc1ccc(NC(=O)C2=CC(c3ccc(C)cc3)=NS(=O)(=O)N2C)cc1	5	3	-1	-7	9
25	CCc1cccc(OCCCCNCCOC)c1	1	6	2	2	8
26	COC(=O)Oc1nsnc1N1CCOCC1	9	2	-3	1	3
27	O=S(=O)(c1cccc2ccccc12)N1CCSC1	6	0	-3	5	-9
28	O=C(Nc1ccc(C2CC2(Cl)Cl)cc1)c1cccc([N+](=O)[O-])c1 (stereo not drawn)	-4	-6	0	0	8
29	Cc1ccc(C)c(NC(=O)CSc2nnc([C@@H](N)Cc3ccccc3)o2)c1	2	5	0	-4	5
30	CC(=O)c1cccc(S(=O)(=O)Nc2cccc(S(=O)(=O)NC3=NCCC3)c2)c1	4	0	3	6	5

nr	MEX-5 binding	PAD4 inh	Fam108B inh	MCL1-BIM inh
16	.	-1	.	-8
17	-2.6	-5	1	0
18	.	1	1	4
19	-30*	-2	2	6
20	2.0	2	0	1
21	-3.5	-32	-8	-4
22	-0.8	5	-1	6
23	4.5	1	-3	6
24	1.8	9	-5	5
25	-0.4	1	3	3
26	3.4	-2	3	10
27	.	3	1	4
28	1.1	-3	0	-6
29	-1.0	5	4	3
30	1.7	-7	2	-3

# Of the compounds above, 2 have an aryl thioether with sulfur outside any ring.
nr	Molecule	BCLXL inh	GSTO1 counter	TPT1 inh	PME-1 primary	GLD-1 TGE inh
13	COc1cc(/C(C)=N\NC(=O)CSc2nc3ccccc3n2C)ccc1O	2	3	3	3	1
29	Cc1ccc(C)c(NC(=O)CSc2nnc([C@@H](N)Cc3ccccc3)o2)c1	2	5	0	-4	5

nr	MEX-5 binding	PAD4 inh	Fam108B inh	MCL1-BIM inh
13	.	2	-2	1
29	-1.0	5	4	3

# Further records
nr	Molecule	BCLXL inh	GSTO1 counter	TPT1 inh	PME-1 primary	GLD-1 TGE inh
31	O=C(CN1C(=O)COc2ccccc21)N(Cc1ccc2c(c1)OCO2)CC1CCCO1 (stereo not drawn)	6	-6	2	2	8
32	CC1(C)Cc2nc3sc4c(SCC(=O)NC(c5ccccc5)c5ccccc5)ncnc4c3cc2CO1	8	18	-2	0	5
33	FC(F)(F)c1cc(-c2ccccc2)nc2nc(N3CCOCC3)sc12	1	-1	-1	5	3
34	Cc1ccccc1C(=O)N1CCC(C(=O)NC(C)c2ccc(-n3ccnc3)cc2)CC1 (stereo not drawn)	-3	-3	2	-1	4
35	COc1ccc(C(NC=O)c2cc(OC)c(OC)cc2Br)cc1OC (stereo not drawn)	-4	-6	1	-1	0
36	COc1cccc(NC(=O)c2ccc(-c3ccccc3[N+](=O)[O-])o2)c1	6	-3	-1	3	2
37	C=CCn1c(SCc2ccccc2)nc(O)cc1=O	7	7	-6	6	-10
38	O=C1CC(C(=O)O)S/C(=N\NC(=O)c2ccccc2)N1 (stereo not drawn)	-2	9	1	-3	6
39	O=C(CCS(=O)(=O)c1ccc(F)cc1)Nc1ccc(N2CCN(Cc3ccccc3)CC2)cc1	1	.	.	-2	-2
40	CCN(CC)S(=O)(=O)c1ccc(N2CCOCC2)c(NC(=O)c2cccc3c(=O)c(C)c(-c4ccccc4)oc23)c1	5	3	-2	20	2
41	COc1ccc(/C=N/NC(=O)Cn2cnc3ccccc3c2=O)cc1OC	-2	8	0	3	1
42	COc1cc(C=O)ccc1OCCOCCOc1c(C)cc(Cl)cc1Cl	-1	2	-7	-3	0
43	O=S(=O)(c1cccs1)N1CCC(CO)(Cc2cccc(F)c2)CC1	4	2	4	7	6
44	COc1ccc(N2CCN(C(=O)C(Cc3ccccc3)n3cccc3)CC2)cc1 (stereo not drawn)	3	5	-2	-1	3
45	Cc1ccc(C)c(NC(=S)N2CCN(Cc3ccccc3)CC2)c1	6	-3	-3	3	0

nr	MEX-5 binding	PAD4 inh	Fam108B inh	MCL1-BIM inh
31	0.6	1	-1	12
32	-0.1	-3	-2	4
33	-0.6	0	0	8
34	-0.3	2	2	3
35	-0.6	-5	3	0
36	-2.1	-2	-1	2
37	-1.2	-4	3	-3
38	-12	1	-2	-5
39	.	3	.	-3
40	2.3	3	13	4
41	-0.4	-6	-1	-1
42	0.2	-1	-11	2
43	-0.3	3	-2	8
44	3.2	1	0	2
45	1.4	-4	0	8

# New compounds follow:
nr	Molecule	BCLXL inh	GSTO1 counter	TPT1 inh	PME-1 primary	GLD-1 TGE inh
46	COc1ccc(-c2ncc3ccccn23)cc1OC	2	6	17	0	-6
47	CCOc1cccc2cc(C(=O)N3CC(C)OC(C)C3)c(=O)oc12 (stereo not drawn)	8	2	-1	5	8
48	COc1ccc(-c2nnc(SCC(=O)N3CCC(Cc4ccccc4)CC3)o2)cc1OC	-2	4	0	-5	-2
49	CC(=O)Nc1ccc(/C=N/NC(=O)c2cccs2)cc1	2	-3	3	0	-3
50	CCC(=O)Nc1ccc(/C(C)=N\NC(=O)c2ccc(C)s2)cc1	0	-5	2	-1	-6
51	CC(C)CN1C(=O)c2ccc(C(=O)Nc3nccs3)cc2C1=O	4	2	-4	-7	2

nr	MEX-5 binding	PAD4 inh	Fam108B inh	MCL1-BIM inh
46	1.5	-7	0	1
47	-1.6	-3	1	8
48	-2.2	-5	4	-3
49	0.7	0	0	-2
50	1.2	1	-1	3
51	-0.8	2	2	4

# In another format: entries from further up.
3) Cc1c(OC(C)C(=O)NCC2CCC(C(=O)O)CC2)ccc2c(-c3ccccc3)cc(=O)oc12 (stereo not drawn)
4) Cc1ccc(C2(c3ccc(C)cc3)NC(=O)N(Cc3c(C)noc3C)C2=O)cc1
5) CCn1cc(C(=O)NCc2cccnc2)c(=O)c2cc(F)c(N3CCN(C(=O)c4ccco4)CC3)cc21
6) COc1cc(/C=C2\N=C(c3ccccc3)NNC2=O)cc(OC)c1OC
7) Cc1cccn2c(=O)c(/C=N/O)c(NCc3ccccc3)nc12
8) COC(=O)CC1COc2ccccc2N1S(=O)(=O)c1ccc(OC)cc1 (stereo not drawn)
9) COc1ccc(S(=O)(=O)N(C(=O)c2ccncc2)c2ccc(OC(=O)c3ccncc3)cc2)cc1

entry no.,3,4,5,6,7,8,9
BCLXL inh,3,7,0,3,0,2,4
GSTO1 counter,-12,4,-2,8,-7,-12,8
TPT1 inh,-5,-4,-4,0,1,-4,-1
PME-1 primary,3,2,-9,-6,1,3,0
GLD-1 TGE inh,-5,6,4,-2,6,6,8
MEX-5 binding,4.1,0.5,0.9,-0.8,2.2,0.3,-5.3
PAD4 inh,-1,2,-2,-2,-6,-6,-3
Fam108B inh,-4,3,1,2,-3,3,1
MCL1-BIM inh,-2,9,0,2,2,1,2

10) O=C(O)C1CCCCN1C(=O)c1ccc(S(=O)(=O)N2CCCCCC2)cc1 (stereo not drawn)
11) NC(=O)Cn1c(=O)n(CCC(=O)NCCSCc2ccccc2)c(=O)c2ccccc21
12) Cc1cc(C)cc(C(=O)NC2CC(C)(C)NC(C)(C)C2)c1
13) COc1cc(/C(C)=N\NC(=O)CSc2nc3ccccc3n2C)ccc1O

entry no.,10,11,12,13
BCLXL inh,3,-1,4,2
GSTO1 counter,.,-2,-3,3
TPT1 inh,.,0,0,3
PME-1 primary,1,-2,-3,3
GLD-1 TGE inh,6,6,8,1
MEX-5 binding,.,0.0,-1.4,.
PAD4 inh,2,-3,0,2
Fam108B inh,.,3,0,-2
MCL1-BIM inh,3,3,7,1
